Rpn11 inh: blocks the human proteasome subunit Rpn11; O00487; human 26S proteasome, Ub4-pepOG fluorescence polarization; 20S core pre-blocked with epoxomicin; calls only at 20 µM; actives 0.59% (n = 360,000); AID 588493;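 active = inhibition at 20 µM, scaled to each plate's controls, above about 33%, limit read from the data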
Target sequence (O00487 whole entry, looked up): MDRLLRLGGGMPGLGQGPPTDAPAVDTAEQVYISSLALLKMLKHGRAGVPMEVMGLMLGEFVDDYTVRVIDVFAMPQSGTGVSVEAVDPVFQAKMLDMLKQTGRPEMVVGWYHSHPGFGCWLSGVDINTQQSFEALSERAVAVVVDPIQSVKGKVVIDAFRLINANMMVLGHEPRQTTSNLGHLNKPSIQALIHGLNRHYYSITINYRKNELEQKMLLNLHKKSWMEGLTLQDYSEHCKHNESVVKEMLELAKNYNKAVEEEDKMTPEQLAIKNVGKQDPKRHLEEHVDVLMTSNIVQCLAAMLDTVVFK
MsrA act: activates bovine MsrA enzyme. actives 0.3% (n = 360,000). activation, % at 10.6 µM. purified bovine MsrA, absorbance read-out; in the data active = activation above about 7.5%;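 also: 0% = vehicle and 100% = reference activator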
FAS-TE inh: FAS thioesterase (human) inhibition; P49327; recombinant FAS-TE, OMFH fluorogenic substrate, fluorescence endpoint; inhibition, % at 15 µM; actives 0.67% (n = 360,000); AID 602261;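 active = compounds whose normalised, plate-corrected inhibition of enzyme fluorescence in the single-dose primary screen is 50% or more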;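 also: 0% = DMSO with enzyme and 100% = substrate without enzyme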
E coli Lon inh: E. coli protease La inhibition | P0A9M0 | purified E. coli Lon protease, fluorescence polarization | inhibition, % at 7.94 µM | actives 0.42% (n = 360,000); in the data active = inhibition above about 13%, passing the limit was not always enough;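 also: 0% = enzyme with probe and DMSO and 100% = no enzyme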
Rin1 Abl inh: inhibitors of human Rin1-Abl protein interaction; P00519+Q13671; TR-FRET Rin1/Abl binding, biochemical; inhibition, % at 7.35 µM; actives 0.4% (n = 360,000); AID 588664; in the data active = inhibition above about 5%, passing the limit was not always enough
MT1-MMP act inh: blocks activation of human MT1-MMP; GFP/RFP ratio change, % at 20 µM; P50281; actives 0.061% (n = 360,000); AID 651647; HT1080 RFP-PRO-GFP cells, GFP/RFP ratio fluorescence, overnight; percent of plate control window, DMSO zero;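 active = GFP/RFP ratio change of at least 30% with cell ATP level not reduced by more than half and red fluorescence within 50% of control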; also: strong numbers were not always called active
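Assay system: HT1080 RFP-PRO-GFP cells | Dosing: 20 µM single dose, 1% DMSO | Incubation: Cells overnight before dosing, compound overnight, 37 °C, 5% CO2 | Evaluation: GFP/RFP fluorescence ratio | Control set: DMSO-only wells and HT1080 RFP-L50D-GFP cell wells as references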
CSN deneddyl inh: blocks human CSN-mediated cullin deneddylation. Purified CSN, SCF-Nedd8-OG deneddylation, fluorescence polarization. inhibition, % at 12.5 µM. actives 0.38% (n = 360,000). AID 651999;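 active = pattern-corrected inhibition above about 35%, with an unprinted fluorescence ratio check between 0.5 and 1.5, limit read from the data, passing the limit was not always enough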;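 also: 0% = enzyme with substrate and 100% = substrate without enzyme; some results filed as inactive read as strong as hits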
Target sequence (Q92905 whole entry, looked up, one chain of several): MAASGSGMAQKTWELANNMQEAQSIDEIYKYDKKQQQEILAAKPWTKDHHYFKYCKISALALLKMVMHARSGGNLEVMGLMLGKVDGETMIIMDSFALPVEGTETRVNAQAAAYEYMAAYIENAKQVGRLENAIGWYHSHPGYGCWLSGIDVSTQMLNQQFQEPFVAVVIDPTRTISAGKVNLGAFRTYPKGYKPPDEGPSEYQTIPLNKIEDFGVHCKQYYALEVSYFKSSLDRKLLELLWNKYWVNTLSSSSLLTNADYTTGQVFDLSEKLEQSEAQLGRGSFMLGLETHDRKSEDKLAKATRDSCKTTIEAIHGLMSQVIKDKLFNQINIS
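Schedule: reaction 90 min, room temperature / Assay system: HEK293T-derived human Csn5 enzyme / Input: Csn5 at 0.24 nM final / Measure: inhibition of Csn5 cleavage, % / Control set: substrate-only high control, full reaction low control / Technique: fluorescence polarization of the substrate / Buffer or medium: Tris/NaCl/DTT buffer, pH 7.5 / Reagent: SCFSkp2-Nedd8OG substrate at 10 nM final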
MLLE-PAM2 inh: blocks PAM2 peptide binding to the PABP1 MLLE domain. actives 0.36% (n = 360,000). GST-MLLE / FITC-PAM2 fluorescence polarization. inhibition, % at 20 µM. AID 588489; in the data active = inhibition above about 35%, passing the limit was not always enough;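 also: plate controls were DMSO wells with GST-MLLE for no effect and wells lacking GST-MLLE protein for full effect; some results filed as inactive read as strong as hits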
MsrA inh: bovine MsrA inhibition; actives 0.75% (n = 360,000); AID 651718; inhibition, % at 15.5 µM; purified bovine MsrA, absorbance read-out; in the data active = inhibition above about 4.5%;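 also: 0% = vehicle wells with enzyme and 100% = reference inhibitor wells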
Active calls of the source: *; i = inactive.

SMILES	Rpn11 inh	MsrA act	FAS-TE inh	E coli Lon inh	Rin1 Abl inh	MT1-MMP act inh	CSN deneddyl inh	MLLE-PAM2 inh	MsrA inh
CCN(CC)S(=O)(=O)c1ccc2c(c1)c(C(=O)O)cn2C	i	-3.0	-4.7	-6.2	0.7	-0.3	-1.4	-4.8	-1.3
COc1ccc([C@H]2CC(=O)C=C(c3cc(C(F)(F)F)cc(C(F)(F)F)c3)C2)cc1	i	-1.1	34.2	-10.0	0.4	5.7	-1.7	7.2	0.2
Cn1nc(C2CC2)cc1NC(=O)C1(C)CCN1C(=O)Cc1ccc(-c2ccccc2)cc1 (stereo not given)	i	0.0	7.3	-6.5	-2.0	1.5	0.9	16.1	0.3
COc1ccc(Br)cc1CNC(=O)C1CCN(S(=O)(=O)N2CCCC2)CC1	i	-1.7	1.5	-5.6	1.2	8.3	1.0	-14.0	0.9
Cc1ncc(CN2CCCC(C(=O)Nc3ccc(-c4cscn4)cc3)C2)cn1 (stereo not given)	i	-3.7	-3.3	2.5	4.6	-1.1	2.5	-15.2	1.0
Cc1ccc(NC(=O)CCCNC(=O)c2ccc(Cl)cc2)c(O)c1	i	-3.3	-4.4	-1.6	1.7	5.2	-0.3	3.2	1.1
Cc1ccc(C(=O)NC2CC3CCC(C2)N3Cc2ccco2)cc1 (stereo not given)	i	-3.5	-10.4	-14.6	1.3	1.3	-3.6	11.6	0.5
CCOc1ccc(CCNC(=O)c2cc3c(s2)CS(=O)(=O)C3)cc1OCC	i	-1.4	-6.0	-10.8	2.1	-1.7	0.6	-12.3	-0.6
CS(=O)(=O)NCCCNc1ccc(Cl)cc1[N+](=O)[O-]	i	-2.9	-3.8	-8.0	-17.6	15.5	-2.0	-6.9	-0.4
CCc1nc2ccc(C(=O)NCCC(C)C)cn2c1N(C)Cc1nccs1	i	-0.7	-4.7	-5.5	0.6	5.1	5.2	2.1	1.9
COc1ccc(N(CC(=O)N/N=C(\C)CCc2ccccc2)S(=O)(=O)c2ccc(C)cc2)cc1	i	-3.1	3.5	-7.0	-2.6	4.9	7.0	1.9	-0.1
COc1cccc(C(O)c2nc(-c3cc(F)cc(F)c3)cs2)c1 (stereo not given)	i	-5.5	10.4	3.3	4.0	3.8	4.4	9.7	0.8
Cc1cc(N2CCOCC2)ccc1/C=C1\NC(=O)N(Cc2ccccc2)C1=O	i	-2.5	-10.3	-21.7	-0.7	1.5	1.6	-1.3	1.4
O=C(N/N=C/c1c[nH]c2ccccc12)c1ccn(Cc2ccc(Cl)cc2Cl)n1	i	-1.5	13.1	-5.8	3.6	5.8	-6.9	0.8	1.7
CC(C)OC(=O)CSc1nc2c(cc1C#N)CCCCC2	i	-7.8	-4.0	0.9	3.4	0.3	2.3	5.6	-0.4
Cc1cc(C(=O)NCCC(C)C)c2ccccc2n1	i	0.2	-3.7	-7.0	-0.7	-4.3	-1.3	-12.1	0.1
CCOC(=O)c1nnn(-c2nonc2N)c1C	i	-5.8	-9.5	-3.6	2.9	-2.0	-3.7	-10.4	-0.4
Nc1cc(S(=O)(=O)O)cc([N+](=O)[O-])c1O	i	-3.5	-2.6	-3.0	2.1	-1.4	12.0	13.6	-0.4
CCCn1nc(C(=O)OCC(=O)Nc2ccc(C)cc2)c2ccccc2c1=O	i	-1.6	15.1	8.2	2.5	1.2	2.0	-4.3	-0.5
CCc1ccc(C2CC(=O)Nc3c2c(=O)nc2c(C)cccn32)cc1 (stereo not given)	i	-3.0	-0.8	-10.6	-1.1	-3.1	-4.2	-11.0	-0.4
CCN(C(=O)COC(=O)Cc1cccc2ccccc12)C1CCS(=O)(=O)C1 (stereo not given)	i	-4.8	-4.9	-6.3	-0.8	0.5	-3.9	5.2	0.1
CCCCC(=O)NC(c1cccc([N+](=O)[O-])c1)c1ccc2cccnc2c1O (stereo not given)	i	-3.4	12.3	0.5	1.8	6.6	1.6	-13.7	0.1
CN(C)c1ccc(/C=N\S(=O)(=O)c2ccccc2)cc1	i	0.9	-10.3	5.1	1.7	-0.7	0.6	-0.9	0.8
Cc1ccc(CN2CCC(n3nccc3NC(=O)c3ccc4c(c3)OCO4)CC2)o1	i	-2.7	-1.7	-1.6	-1.6	-1.8	-4.0	1.4	0.8
COCCCN(C(=O)C(C)Oc1ccc(Br)cc1)c1c(N)n(Cc2ccccc2)c(=O)[nH]c1=O (stereo not given)	i	-0.6	1.9	-13.9	0.2	-1.2	-3.5	-18.2	-0.5
CCOC(=O)Cc1[nH]nc2c1C(c1ccoc1)C(C#N)=C(N)O2 (stereo not given)	i	-0.1	-2.0	-3.4	8.7	-8.7	-2.9	12.7	0.8
CC(C)CNC(=O)NC1(C(F)(F)F)Oc2ccccc2O1	i	-1.8	-0.6	-6.4	0.1	6.6	-0.1	-4.2	0.4
CC(C)CC(NC(N)=O)C(=O)NCc1ccc(Cl)cc1 (stereo not given)	i	-4.4	-6.2	-1.1	-0.8	-0.7	3.1	-2.1	0.0
COc1ccc(CNC(=S)NCc2ccc(F)cc2)cc1	i	-2.7	0.9	-0.3	-0.1	-0.8	1.8	-68.1	-0.1
CC(=O)n1cc(N(C(=O)CCl)c2ccccc2)c2ccccc21	i	-3.4	12.3	-7.7	0.1	-11.4	0.2	-13.1	1.9
COC(=O)C(C)Sc1nnc(Cc2cc(=O)[nH]c(=O)[nH]2)n1-c1cccc(OC)c1 (stereo not given)	i	-0.4	-1.7	13.1	-2.1	-7.7	-8.4	12.6	-0.7
CCN(CC)C(=O)[C@H]1C[C@H](CC(=O)NCCN2CCOCC2)C(=O)N2CCc3c([nH]c4cc(-c5ccco5)ccc34)[C@]12C	i	-0.5	-10.1	0.4	-4.3	3.0	4.8	-7.4	-0.9
Cc1ccc(/C=N/NC(=O)c2nnn(-c3nonc3N)c2CN(C)c2ccccc2)s1	i	-3.2	31.6	-4.0	-3.1	1.7	3.2	4.8	3.9
O=C(c1ccc(F)cc1)N1CCCC(C(=O)N2CCc3ccccc3C2)C1 (stereo not given)	i	-0.6	-6.4	-17.8	-3.2	6.7	7.2	13.7	1.2
Cc1csc(SCC(=O)Nc2ccc3[nH]c(=O)[nH]c3c2)n1	i	-0.5	-5.8	-0.5	2.6	3.1	-2.8	-1.1	-0.4
COc1ccc2c(c1OC)C(=O)OC2CC(=O)O (stereo not given)	i	-1.3	-3.0	-0.8	3.3	2.6	-0.3	9.3	-1.3
COC(=O)c1ccccc1NC(=O)CN1C(=O)c2ccccc2C1=O	i	-0.1	-0.9	3.7	-0.2	-1.8	-0.8	-11.9	-1.0
O=C(/C=C/c1ccc(Cl)cc1Cl)N1CCN(c2ccccc2[N+](=O)[O-])CC1	i	-6.5	31.4	4.0	-5.5	-0.2	5.2	-4.9	1.7
Cc1ccc(C)c(NC(=O)CCC(=O)NNC(=S)Nc2ccccc2)c1	i	-2.3	-3.7	-4.4	2.6	2.9	0.2	-7.8	2.0
COc1cc(S(=O)(=O)N(Cc2cccs2)CC2CCCO2)ccc1-n1cnnn1 (stereo not given)	i	-0.2	12.8	0.7	3.5	1.5	2.6	-2.6	-0.5

Some of the entries above, set out differently.
> COc1cccc(C(O)c2nc(-c3cc(F)cc(F)c3)cs2)c1 (stereo not given)
  Rpn11 inh: i | MsrA act: -5.5 | FAS-TE inh: 10.4 | E coli Lon inh: 3.3 | Rin1 Abl inh: 4.0 | MT1-MMP act inh: 3.8 | CSN deneddyl inh: 4.4 | MLLE-PAM2 inh: 9.7 | MsrA inh: 0.8

> CCOc1ccc(CCNC(=O)c2cc3c(s2)CS(=O)(=O)C3)cc1OCC
  Rpn11 inh: i | MsrA act: -1.4 | FAS-TE inh: -6.0 | E coli Lon inh: -10.8 | Rin1 Abl inh: 2.1 | MT1-MMP act inh: -1.7 | CSN deneddyl inh: 0.6 | MLLE-PAM2 inh: -12.3 | MsrA inh: -0.6

> Cc1cc(C(=O)NCCC(C)C)c2ccccc2n1
  Rpn11 inh: i | MsrA act: 0.2 | FAS-TE inh: -3.7 | E coli Lon inh: -7.0 | Rin1 Abl inh: -0.7 | MT1-MMP act inh: -4.3 | CSN deneddyl inh: -1.3 | MLLE-PAM2 inh: -12.1 | MsrA inh: 0.1

Remaining list, next part
SMILES	Rpn11 inh	MsrA act	FAS-TE inh	E coli Lon inh	Rin1 Abl inh	MT1-MMP act inh	CSN deneddyl inh	MLLE-PAM2 inh	MsrA inh
O=C1CCCN1S(=O)(=O)c1ccc(F)cc1	i	-0.7	-3.4	-7.3	2.7	-0.7	0.0	-14.6	-0.1
CSc1nsc(SCC(=O)Nc2ccccc2C(=O)O)n1	i	-0.4	-0.5	2.9	3.3	-2.5	0.8	-46.9	0.9
c1ccc2nc3c(nc2c1)CCc1nonc1-3	i	-3.3	0.7	-6.8	-2.5	-2.1	-3.8	0.1	2.4
CCOc1c(Cl)cc(CNCC(C)C)cc1OC	i	-2.3	-5.5	-1.0	1.3	2.8	-1.0	-4.8	1.3
C=C(C)C(=O)Nc1cccc(C2=NOC3(C2)C[C@@H](C(N)=O)N(C(=O)C2(C)CC2)C3)c1 (stereo not given in full)	i	-2.5	-10.4	-2.7	4.7	1.2	12.6	2.7	-0.5
COCCNc1nc(-c2cc(-c3ccc(Cl)cc3)on2)cc(C(C)C)n1	i	-0.7	24.2	-5.2	0.8	0.8	98.5	9.2	-0.3
O/N=C/Cc1[nH]c2ccccc2c1-c1ccccc1	i	-4.3	-30.0	7.1	-1.8	-0.6	2.8	4.2	-0.2
Cc1nnc2sc(-c3ccc(-c4ccc(Cl)c(C(F)(F)F)c4)o3)nn12	i	-4.1	7.4	6.5	4.2	3.1	10.4	-23.2	1.1
CCc1ccc(S(=O)(=O)Nc2cccc(-c3ccc4nncn4n3)c2)s1	i	-9.0	30.7	7.7	-5.0	-1.0	5.2	2.9	0.1
CC(C)(C)c1cc(NC(=O)c2cccs2)no1	i	-0.6	-0.8	-2.9	-0.2	-1.6	-1.5	5.7	-1.1
CCCS(=O)(=O)N1CCCC(C(=O)N2CCCCC2)C1 (stereo not given)	i	-3.0	-6.2	-1.6	1.7	0.6	4.5	2.8	-0.2
CC(C)=CCC/C(C)=C/CNC(=O)C[C@H]1C[C@H](C(=O)N2CCOCC2)[C@@]2(CCC3CCCC3)c3[nH]c4cc(CCC(=O)N(C)C)ccc4c3CCN2C1=O	i	1.2	15.2	-0.5	-1.2	-18.6	1.8	-0.2	-1.5
COC(=O)C1C(=O)C2=C(CC1C)NC(=O)CC2c1cccc(C)c1 (stereo not given)	i	-1.8	-0.4	2.2	-0.1	-0.7	-3.6	-8.3	0.1
COc1ccc(C(O)Cn2cc([N+](=O)[O-])nc2C)cc1 (stereo not given)	i	-0.2	-5.2	3.0	2.0	3.8	3.2	1.2	-0.3
CCN1CNC(=S)N(c2cccc(C)c2)C1	i	-1.0	-5.2	1.5	0.0	2.3	4.3	-65.3	0.5
CCCCCCCCCCCCS(=O)(=O)CCC(=O)O	i	-3.5	1.2	1.7	-1.2	0.6	0.7	-10.0	2.0
Nc1nonc1-n1nnc(C(=O)N/N=C/c2cc(Br)cs2)c1-c1ccccc1	i	-1.6	2.4	-21.9	5.4	0.4	2.1	18.2	0.2
CCSC1=C(C#N)C(c2ccc(C)s2)CC(=O)N1 (stereo not given)	i	-1.7	-2.8	8.0	-1.9	2.8	-3.2	11.8	-1.2
Cc1ccc(C2=NN(C(=O)CCl)C(c3cccs3)C2)o1 (stereo not given)	i	-2.6	-5.4	0.2	3.8	-4.1	2.6	-21.9	2.4

Bioassay records as filed in PubChem BioAssay.

No enrichment for hits; overall some 3.7% were active at least once.
